MC4R antag cAMP – MC4R antagonists of cAMP signaling, primary screen, cell-based, TR-FRET, antagonist arm of biased-ligand search | Melanocortin receptor 4 (Homo sapiens), P32245 | MC4R-expressing cells, MTII-stimulated cAMP, LANCE TR-FRET | inhibition, % at 6.5 µM | actives 0.48% (n = 360,000) | AID 540295, 2011;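 active = inhibition above its plate's cutoff, the mean of tested wells on that plate plus 3 SD, cut at about 29% in these data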;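 note: 0% = Melanotan II alone and 100% = Melanotan II plus saturating MCL0020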
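Material – human MC4R-expressing U2OS cells · Repeats – no replicates · Detection – TR-FRET with Eu-cAMP and labeled anti-cAMP, 671 nm · Times – compound 30 min, challenge 1 h, detection 1 h · Compound – single nominal compound dose of 6.5 µM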
MC4R barr agon – MC4R agonists recruiting beta-arrestin, primary screen, cell-based, luminescence, agonist arm of biased-ligand search. Melanocortin receptor 4 (Homo sapiens), P32245. U2OS MC4R beta-arrestin complementation; percent of melanotan II response, DMSO zero. activation, % at 8.9 µM. actives 0.98% (n = 360,000);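 active = activation above a per-plate cutoff, the mean activation of sample wells on that plate plus 3 SD, cut at about 8% in these data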
ABHD5 PLIN5 PPI – ABHD5-PLIN5 interaction inhibitors, primary screen, cell lysate, split luciferase complementation, luminescence. inhibition, % at 4 µM. actives 0.78% (n = 360,000). Perilipin-5 (Homo sapiens) + 1-acylglycerol-3-phosphate O-acyltransferase ABHD5 (Homo …. Split G. princeps luciferase complementation, 4 h;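 active = inhibition above the mean inhibition across every tested compound plus 3 SD, cut at about 22% in these data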;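 note: 0% = DMSO only wells and the 100% control is not disclosed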
NR5A2 inv ag – LRH-1 (NR5A2) inverse agonists, primary screen, cell-based, luminescence, HEK293T, StAR-luciferase reporter; Nuclear receptor subfamily 5 group A member 2 (Homo sapiens), O00482; LRH-1 transfected, 24 h; inhibition, % at 3.6 µM; actives 0.13% (n = 360,000); AID 602396, 2012;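 active = inhibition above the mean inhibition of all tested compounds plus 3 SD, cut at about 73% in these data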;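 note: 0% = DMSO wells and 100% = reporter-only cells lacking LRH-1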
LMP1 NFkB inh – EBV LMP1-driven NF-kappaB luciferase reporter inhibitors, primary screen, cell-based, luminescence, single point. LMP1-induced NF-kappaB luciferase reporter cells. inhibition, % at 12.5 µM. actives 0.69% (n = 350,000). AID 504558, 2011; in the data active = inhibition above about 41%;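 note: 0% = neutral control wells and 100% = reference inhibitor control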
NOD2-RIPK2 inh – NOD2-RIPK2 binding disruptors in cells, primary screen, fluorescence, CHO cells, BLA complementation; CCF4 ratio; inhibition, % at 4.98 µM; actives 0.38% (n = 360,000); Receptor-interacting serine/threonine-protein kinase 2 (Homo sapiens), O43353; in the data active = inhibition above about 21%;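 note: 0% = vehicle only and 100% = reference blocker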
Target sequence (O43353 whole entry, looked up): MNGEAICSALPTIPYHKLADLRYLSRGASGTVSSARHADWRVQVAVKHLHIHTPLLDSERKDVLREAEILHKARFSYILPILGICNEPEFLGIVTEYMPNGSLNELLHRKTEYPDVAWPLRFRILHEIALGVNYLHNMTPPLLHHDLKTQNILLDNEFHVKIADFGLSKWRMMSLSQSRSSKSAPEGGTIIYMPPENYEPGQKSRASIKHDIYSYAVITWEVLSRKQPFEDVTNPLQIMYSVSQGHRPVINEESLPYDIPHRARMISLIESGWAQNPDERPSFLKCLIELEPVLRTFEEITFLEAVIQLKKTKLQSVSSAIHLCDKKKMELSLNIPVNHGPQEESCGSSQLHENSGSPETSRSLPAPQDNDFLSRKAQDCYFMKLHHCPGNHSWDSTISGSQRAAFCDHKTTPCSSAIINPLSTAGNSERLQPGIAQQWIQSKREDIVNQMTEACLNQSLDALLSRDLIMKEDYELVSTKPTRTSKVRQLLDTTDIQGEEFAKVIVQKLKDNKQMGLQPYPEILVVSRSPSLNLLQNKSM
TLR9-MyD88 inh – inhibitors of TLR9-MyD88 association in cells, primary screen, cell-based, CHO, BLA complementation, fluorescence; CCF4 FRET ratio; actives 0.21% (n = 340,000); inhibition, % at 4.98 µM;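 active = inhibition above the mean over all tested compounds plus 3 SD, cut at about 21% in these data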;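 note: 0% = DMSO only wells and 100% = clavulanate BLA inhibitor control wells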
SRC2 inh – inhibition of GAL4-SRC2 driven luciferase reporter, primary screen, SRC2 inhibitor project, cell-based, luminescence; Nuclear receptor coactivator 2 (Homo sapiens), Q15596; AID 651957, 2012; actives 0.17% (n = 370,000); HEK293 GAL4-SRC2 luciferase reporter; inhibition, % at 9 µM;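 active = inhibition above the mean inhibition of all tested compounds plus 3 SD, set per campaign, cut at about 52% in these data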;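 note: 0% = DMSO treated cells and 100% = cells given Gossypol at 36 µM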
SRC1 inh – SRC1 coactivator transcriptional activity inhibitors, primary screen, cell-based, luminescence. Nuclear receptor coactivator 1 (Homo sapiens), Q15788. HEK293 GAL4-SRC1 luciferase reporter. inhibition, % at 3.6 µM. actives 0.12% (n = 360,000). AID 588354, 2011;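 active = inhibition above the campaign mean plus 3 SD, with each screening campaign given its own cutoff, cut at about 60% in these data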;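 note: 0% = DMSO treated cells and 100% = gossypol at 36 µM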
SRC3 inh – SRC3 coactivator transcriptional activity inhibitors, primary screen, cell-based, luminescence; Nuclear receptor coactivator 3 (Homo sapiens), Q9Y6Q9; HEK293 GAL4-SRC3 luciferase reporter; inhibition, % at 3.6 µM; actives 0.17% (n = 360,000); AID 588352, 2011;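 active = inhibition above a per-campaign cutoff, the mean of all compounds plus 3 SD, cut at about 60% in these data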;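 note: 0% = DMSO-treated cells and 100% = gossypol-treated cells at 36 µM; higher means less SRC3-driven luciferase light from the GAL4 reporter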
COUP-TFII inh – NR2F2 transcriptional activity inhibitors, primary screen, cell-based, luciferase reporter, HEK293T, luminescence; HEK293T NGFI-A luciferase reporter; inhibition, % at 8.6 µM; actives 0.7% (n = 370,000);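 active = inhibition above a per-plate cutoff, mean inhibition of test wells between control levels plus 3 SD, cut at about 38% in these data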;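 note: cells cotransfected with COUP-TFII expression vector driving the NGFI-A reporter; 0% = median of COUP-TF2 test wells and 100% = reporter-only cells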
* hit, by the source's call.

SMILES | MC4R antag cAMP | MC4R barr agon | ABHD5 PLIN5 PPI | NR5A2 inv ag | LMP1 NFkB inh | NOD2-RIPK2 inh | TLR9-MyD88 inh | SRC2 inh | SRC1 inh | SRC3 inh | COUP-TFII inh
C(=NOCCc1ccccc1)c1ccccn1 | -5 | -0.1 | 0 | -96 | -31 | -13 | -1 | -53 | -63 | -54 | -11
Cc1ccc(C2SCC(C(=O)O)N2C(=O)c2ccc(F)cc2)cc1 (configuration not stated) | 24 | -1.4 | 2 | -13 | 0 | -5 | -6 | -36 | 14 | 12 | -12
O=C1CC(c2ccco2)Cc2nc(Nc3nc(-c4ccccc4)c4ccccc4n3)ncc21 (configuration not stated) | 9 | 1.1 | 11 | 1 | 77* | 5 | -13 | 11 | -3 | -3 | -13
CCN(CC)CCN(C)Cc1ccc(Br)cc1 | 7 | 2.1 | -3 | -4 | -8 | -13 | -6 | 3 | 5 | 23 | 13
O=C(COC(=O)c1cc(S(=O)(=O)N2CCOCC2)ccc1Cl)c1ccc[nH]1 | 4 | 1.1 | 5 | 0 | 0 | -11 | 3 | -5 | 6 | 12 | -7
CC(C)CCNC(=O)c1ccc(NC(=O)C2=CSCCO2)cc1 | -4 | -0.5 | 4 | -44 | -6 | -8 | 8 | -29 | -44 | -10 | -43
C/C(=N\NC(=O)CCCC(=O)O)c1c(-c2ccccc2)c2cc(Cl)ccc2[nH]c1=O | 3 | -1.0 | -4 | 10 | -2 | 12 | -3 | -17 | 9 | 12 | 16
CCCS(=O)(=O)N1CCCC(C(=O)NCCc2ccccc2)C1 (configuration not stated) | 4 | -0.9 | 6 | -7 | -7 | -10 | 6 | -30 | -16 | -8 | 12
CCC(C)NC(=O)c1c(-c2cc(Cl)c(OC)c(Cl)c2)noc1C (configuration not stated) | 14 | 1.2 | -10 | -19 | -3 | -3 | -3 | -40 | -8 | 1 | 1
CCOC(=O)c1c(C)sc2c1N(C(=O)CN(CC)CC)c1cc(Cl)ccc1S2 | 2 | 0.7 | -1 | -2 | 7 | 0 | 0 | 12 | -17 | 13 | 1

Part of the list above, showing only MC4R barr agon, TLR9-MyD88 inh and NOD2-RIPK2 inh.
SMILES | MC4R barr agon | TLR9-MyD88 inh | NOD2-RIPK2 inh
CC(C)CCNC(=O)c1ccc(NC(=O)C2=CSCCO2)cc1 | -0.5 | 8 | -8
C/C(=N\NC(=O)CCCC(=O)O)c1c(-c2ccccc2)c2cc(Cl)ccc2[nH]c1=O | -1.0 | -3 | 12
CCC(C)NC(=O)c1c(-c2cc(Cl)c(OC)c(Cl)c2)noc1C (configuration not stated) | 1.2 | -3 | -3
CCN(CC)CCN(C)Cc1ccc(Br)cc1 | 2.1 | -6 | -13
C(=NOCCc1ccccc1)c1ccccn1 | -0.1 | -1 | -13
O=C(COC(=O)c1cc(S(=O)(=O)N2CCOCC2)ccc1Cl)c1ccc[nH]1 | 1.1 | 3 | -11

3 entries from above in another layout.
smiles: O=C1CC(c2ccco2)Cc2nc(Nc3nc(-c4ccccc4)c4ccccc4n3)ncc21 (configuration not stated)
- MC4R antag cAMP: 9
- MC4R barr agon: 1.1
- ABHD5 PLIN5 PPI: 11
- NR5A2 inv ag: 1
- LMP1 NFkB inh: 77*
- NOD2-RIPK2 inh: 5
- TLR9-MyD88 inh: -13
- SRC2 inh: 11
- SRC1 inh: -3
- SRC3 inh: -3
- COUP-TFII inh: -13

smiles: CCN(CC)CCN(C)Cc1ccc(Br)cc1
- MC4R antag cAMP: 7
- MC4R barr agon: 2.1
- ABHD5 PLIN5 PPI: -3
- NR5A2 inv ag: -4
- LMP1 NFkB inh: -8
- NOD2-RIPK2 inh: -13
- TLR9-MyD88 inh: -6
- SRC2 inh: 3
- SRC1 inh: 5
- SRC3 inh: 23
- COUP-TFII inh: 13

smiles: O=C(COC(=O)c1cc(S(=O)(=O)N2CCOCC2)ccc1Cl)c1ccc[nH]1
- MC4R antag cAMP: 4
- MC4R barr agon: 1.1
- ABHD5 PLIN5 PPI: 5
- NR5A2 inv ag: 0
- LMP1 NFkB inh: 0
- NOD2-RIPK2 inh: -11
- TLR9-MyD88 inh: 3
- SRC2 inh: -5
- SRC1 inh: 6
- SRC3 inh: 12
- COUP-TFII inh: -7

Other compounds
SMILES | MC4R antag cAMP | MC4R barr agon | ABHD5 PLIN5 PPI | NR5A2 inv ag | LMP1 NFkB inh | NOD2-RIPK2 inh | TLR9-MyD88 inh | SRC2 inh | SRC1 inh | SRC3 inh | COUP-TFII inh
O=[N+]([O-])c1cc(C(F)(F)F)cc([N+](=O)[O-])c1NN=C1CCCCC1 | 9 | -0.6 | -5 | 6 | 1 | -13 | -7 | -13 | -64 | -12 | -8
Cc1ccccc1CS(=O)(=O)Cc1ccc(C(=O)NC2CCCC2)o1 | 0 | 0.1 | 0 | -3 | 5 | 2 | -1 | 7 | -3 | 0 | 8
Cc1ccc(Cn2c(=O)oc3ccccc32)cc1 | -15 | 2.8 | 3 | 3 | -5 | -26 | -13 | 14 | -1 | 18 | 11
O=C(CCc1ccccc1)Nc1ccc(NC(=O)C2CC2)nc1 | 3 | -0.2 | 2 | -7 | 2 | -8 | 6 | -32 | -1 | 6 | -18
CCOc1ccc(S(=O)(=O)NNC(=S)Nc2ccc(Br)cc2)cc1 | -2 | -2.7 | -14 | 10 | -8 | 3 | -2 | 3 | 9 | -6 | -14
CCn1c(CNc2ccc(F)cc2)nnc1SCC#N | 3 | 1.4 | -1 | 20 | 10 | -11 | -4 | -18 | 5 | 9 | 6
Cc1ccc(S(=O)(=O)N2C[C@H]3C(=O)C[C@@H](c4ccc(Cl)cc4)N(S(=O)(=O)c4ccccc4C)[C@H]3C[C@H]2c2ccccc2)cc1 | 0 | -0.6 | -5 | 9 | -9 | -8 | -5 | -5 | 5 | -5 | -7
CSc1ccccc1OCc1cc(C(=O)N(C)CCn2nc(C)cc2C)no1 | 12 | -0.8 | 6 | -15 | -1 | 2 | -2 | -25 | 4 | -11 | -12
Nc1nc(Cl)cc(NCCc2ccc(O)cc2)n1 | 4 | 1.1 | 2 | -14 | 25 | -1 | 15 | 13 | -127 | 11 | 3
O=C(c1ccc2ccccc2c1)C1CCCN(C(=O)CCn2cnnn2)C1 (configuration not stated) | 7 | -2.7 | 0 | 5 | -5 | -8 | 6 | -16 | -6 | -8 | -9
CN1CCN(C(=O)/C=C\C(=O)O)CC1 | 6 | -0.9 | 6 | -6 | 0 | -13 | 4 | -12 | -11 | -5 | -11
CCOC(=O)C1CCCN(C(=O)COc2ccccc2O)C1 (configuration not stated) | 12 | -1.9 | 5 | 8 | 2 | -4 | 2 | 4 | -1 | 3 | -7

A portion of the library. The share of hits here may be higher or lower than overall.
